DUSP3 inh: VHR1 phosphatase inhibitors, primary screen, biochemical, absorbance, uHTS. recombinant VHR phosphatase, pNPP absorbance. inhibition, % at 13.3 µM. Dual specificity protein phosphatase 3 (Homo sapiens), P51452. AID 1654, 2009. 290,000 tested, 0.52% active; in the data active = inhibition above about 50%; also: some compounds called inactive have numbers as strong as hits
Target sequence (P51452 whole entry, looked up): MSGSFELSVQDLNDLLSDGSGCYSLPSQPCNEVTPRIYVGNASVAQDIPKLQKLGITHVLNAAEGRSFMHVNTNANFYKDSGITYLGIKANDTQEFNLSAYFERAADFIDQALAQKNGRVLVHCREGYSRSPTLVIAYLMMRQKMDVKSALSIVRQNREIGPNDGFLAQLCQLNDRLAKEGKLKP
CCHF vOTU inh: CCHFV vOTU protease inhibitors, primary screen, biochemical, Pep-AMC substrate, fluorescence. inhibition, % at 11.5 µM. AID 651958, 2012. 370,000 tested, 0.55% active. Crimean-Congo hemorrhagic fever virus L polyprotein viral ovarian tumor (vOTU) protease …; also: 0% = vehicle wells with enzyme and 100% = no enzyme wells
GDH-TPI counter: GDH-TPI coupling enzyme inhibitors, primary screen, artefact control for M. tuberculosis FBA inhibitor project, biochemical, absorbance, full deck | inhibition, % at 4.8 µM | AID 588335, 2011 | GDH-TPI coupled enzyme counterscreen, NADH absorbance | 360,000 tested, 1.2% active;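 also: 0% = DMSO wells and 100% = wells lacking the enzyme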
FadD28 FP inh: inhibitors of FadD28 bisubstrate probe binding, primary screen, biochemical, fluorescence polarization, single point; inhibition, % at 12.5 µM; 360,000 tested, 0.22% active; Mycobacterium tuberculosis FadD28 fatty-acid-AMP ligase; AID 588549, 2011; in the data active = inhibition above about 8.5%, passing the limit was not always enough; inconclusive = no clear call, values can overlap the other calls
MazF activator: activators of E. coli MazEF toxin-antitoxin RNase, primary screen, biochemical, fluorescence, uHTS. Endoribonuclease toxin MazF (Escherichia coli (strain K12)), P0AE70. FAM/BHQ RNA-DNA oligo cleavage fluorescence, 5 h. activation, % at 20 µM. 350,000 tested, 0.32% active; in the data active = activation above about 50%
Target sequence (P0AE70 whole entry, looked up): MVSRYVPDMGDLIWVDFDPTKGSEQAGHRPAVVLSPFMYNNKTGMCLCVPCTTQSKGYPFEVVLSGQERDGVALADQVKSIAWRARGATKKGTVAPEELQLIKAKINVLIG
BoNT-F LC inh: BoNT/F light chain protease inhibitors, primary screen, biochemical, flow cytometry, MLPCN library | Botulinum neurotoxin type F light chain protease (Clostridium botulinum) | Multiplex microsphere protease cleavage assay | inhibition, % at 10 µM | 360,000 tested, 0.22% active | AID 588497, 2011; in the data active = inhibition above about 35%, passing the limit was not always enough; inconclusive = no clear call, values can overlap the other calls; also: plate controls were buffer without enzyme for full effect and enzyme alone for no effect
Mtb UGM inh: M. tuberculosis UGM enzyme inhibitors, primary screen, biochemical, fluorescence polarization, single point. purified UGM, fluorescence polarization probe displacement. inhibition, % at 10 µM. 320,000 tested, 0.06% active. AID 504406, 2011; in the data active = inhibition above about 10%, passing the limit was not always enough; inconclusive = no clear call, values can overlap the other calls
Mtb FBA inh: Mtb FBA enzyme inhibitors, primary screen, biochemical, fluorescence, strain H37Rv; Fructose-bisphosphate aldolase (Mycobacterium tuberculosis (strain ATCC 25618 / H37Rv)), …; purified M. tuberculosis FBA, fluorescence read-out; inhibition, % at 1 µM; 360,000 tested, 2.3% active; AID 588726, 2011; in the data active = inhibition above about 27%;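 also: 0% = vehicle and 100% = reference inhibitor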
Rv3671c inh: Rv3671c serine protease inhibitors, primary screen, biochemical, fluorescence polarization, M. tuberculosis H37Rv; AID 2606, 2010; inhibition, % at 5.96 µM; 320,000 tested, 0.048% active; P9WHR9; in the data active = inhibition above about 38%;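 also: extracellular domain of Rv3671c used as enzyme; 0% = enzyme with DMSO and 100% = no enzyme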
Target sequence (P9WHR9 whole entry, looked up, the tested form may be a part): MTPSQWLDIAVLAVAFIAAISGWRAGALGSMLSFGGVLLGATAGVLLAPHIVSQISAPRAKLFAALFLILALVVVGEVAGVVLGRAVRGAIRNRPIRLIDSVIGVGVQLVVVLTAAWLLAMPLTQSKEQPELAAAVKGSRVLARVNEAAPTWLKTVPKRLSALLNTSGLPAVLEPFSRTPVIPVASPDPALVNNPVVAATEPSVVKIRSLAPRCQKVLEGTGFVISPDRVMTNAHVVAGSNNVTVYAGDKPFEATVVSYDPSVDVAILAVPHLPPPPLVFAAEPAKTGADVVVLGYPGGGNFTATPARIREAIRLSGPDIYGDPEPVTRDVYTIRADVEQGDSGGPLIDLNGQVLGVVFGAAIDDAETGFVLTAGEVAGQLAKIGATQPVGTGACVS
BioA inh: M. tuberculosis BioA enzyme inhibitors, primary screen, biochemical, plate reader, single point, HTS; inhibition, % at 9.99 µM; purified M. tuberculosis BioA enzyme; 360,000 tested, 0.096% active; in the data active = inhibition above about 40%; inconclusive = no clear call, values can overlap the other calls
Numbers without * were called inactive. Rule as the data show it, unless noted: active = inhibition above about 30%; inactive = the rest.

For COc1cc(C(=O)NC2CCN(C)CC2)ccc1Nc1ncc2c(n1)N(CCc1ccccc1)CCC(=O)N2C the results were CCHF vOTU inh 3, GDH-TPI counter 21, FadD28 FP inh -0.4, MazF activator 19, BoNT-F LC inh -5, Mtb FBA inh 1 and BioA inh 3.5.
`COc1ccccc1/C=N/NC(=O)CC(=O)NC1CCCCC1` gave DUSP3 inh -15, CCHF vOTU inh 11, GDH-TPI counter 12, FadD28 FP inh 0.9, MazF activator 0, BoNT-F LC inh -2, Mtb UGM inh -4.0, Mtb FBA inh 6 and Rv3671c inh 4.
CC1=C(C(=O)NCc2ccccc2)C(c2cccs2)n2ncnc2N1 (centres undefined) was read as DUSP3 inh 5, CCHF vOTU inh 3, GDH-TPI counter 6, FadD28 FP inh -2.6, MazF activator -3, BoNT-F LC inh -9, Mtb UGM inh -1.4, Mtb FBA inh 9, Rv3671c inh -1 and BioA inh -0.2.
Screening CCOC(CNC(=O)Cc1c(C)nc2c(-c3ccccc3)c(C)nn2c1C)OCC returned DUSP3 inh -20, CCHF vOTU inh 4, GDH-TPI counter -1, FadD28 FP inh -2.1, MazF activator -4, BoNT-F LC inh -6, Mtb UGM inh -1.2, Mtb FBA inh -2 and Rv3671c inh 4.
For Cc1nn(Cc2c(F)c(F)c(F)c(F)c2F)c(C)c1NC(=O)c1nn(C)c(C)c1Br the results were DUSP3 inh 5, CCHF vOTU inh 18, GDH-TPI counter 5, FadD28 FP inh -0.5, MazF activator 7, BoNT-F LC inh 5, Mtb UGM inh 0.9, Mtb FBA inh 0, Rv3671c inh 3 and BioA inh 1.7.
`O=C(CSc1nnnn1-c1ccccc1)Nc1nc(-c2ccccc2)ns1` gave DUSP3 inh 8, CCHF vOTU inh 7, GDH-TPI counter 1, FadD28 FP inh -1.1, MazF activator -1, BoNT-F LC inh -5, Mtb UGM inh -2.1, Mtb FBA inh 0 and Rv3671c inh -6.
For Cc1ccc2c(c1)C1C[N+](C)(CC(=O)c3ccc(Cl)cc3Cl)CCC1N2C(=O)c1ccc(F)cc1 (centres undefined) the results were CCHF vOTU inh 14, GDH-TPI counter 4, FadD28 FP inh -4.1, MazF activator 8, BoNT-F LC inh 0, Mtb UGM inh 2.1, Mtb FBA inh 0, Rv3671c inh 7 and BioA inh 4.4.
`Cc1cccc2c(=O)n3c(nc12)CCCCC3` gave DUSP3 inh 7, CCHF vOTU inh 11, GDH-TPI counter 3, FadD28 FP inh 1.3, MazF activator 5, BoNT-F LC inh 0, Mtb UGM inh 1.3, Mtb FBA inh -3, Rv3671c inh 2 and BioA inh 0.1.
For CCc1ccc(-c2csc(NC(=O)c3cccnc3)n2)cc1 the results were DUSP3 inh 21, CCHF vOTU inh -6, GDH-TPI counter 5, FadD28 FP inh -1.6, MazF activator 8, BoNT-F LC inh -12, Mtb UGM inh 0.1, Mtb FBA inh -4 and Rv3671c inh -6.
For Cc1nc(CCNS(=O)(=O)c2cccs2)cs1 the results were DUSP3 inh -12, CCHF vOTU inh -7, GDH-TPI counter 4, FadD28 FP inh 0.9, MazF activator 9, BoNT-F LC inh 2, Mtb UGM inh -0.2, Mtb FBA inh 0, Rv3671c inh 2 and BioA inh -0.6.
Screening CCCCS(=O)(=O)Nc1ccc(N2CCOCC2)c(S(=O)(=O)N2CCOCC2)c1 returned DUSP3 inh 14, CCHF vOTU inh -15, GDH-TPI counter -2, FadD28 FP inh -0.3, MazF activator 2, BoNT-F LC inh 2, Mtb UGM inh -2.4, Mtb FBA inh 3, Rv3671c inh 2 and BioA inh -0.7.
For Cc1ccc(C23CC4CC(CC(C(N)=O)(C4)C2)C3)cc1 the results were DUSP3 inh -23, CCHF vOTU inh -7, GDH-TPI counter 10, FadD28 FP inh -5.7, MazF activator -2, BoNT-F LC inh 5, Mtb UGM inh -2.2, Mtb FBA inh 0, Rv3671c inh -1 and BioA inh -0.1.
`Nc1ccc2c(c1)C(=NO)c1cc([N+](=O)[O-])ccc1-2` gave CCHF vOTU inh 12, GDH-TPI counter 13, FadD28 FP inh 0.7, MazF activator 13, BoNT-F LC inh -4, Mtb FBA inh -3 and BioA inh -0.8.
OC(c1ccccc1)(c1ccccc1)C1CCN(C(=S)NC2CCCC2)CC1 was read as DUSP3 inh 11, CCHF vOTU inh 8, GDH-TPI counter -2, FadD28 FP inh -1.4, MazF activator 13, BoNT-F LC inh -2, Mtb UGM inh 0.1, Mtb FBA inh 1 and Rv3671c inh 4.
Screening COc1cccc(C(c2c(N)n(C)c(=O)n(C)c2=O)C(C)[N+](=O)[O-])c1 (centres undefined) returned DUSP3 inh -3, CCHF vOTU inh -8, GDH-TPI counter 18, FadD28 FP inh 0.4, MazF activator -4, BoNT-F LC inh inconclusive, Mtb UGM inh -7.9, Mtb FBA inh 2 and Rv3671c inh 2.
COc1ccc(S(=O)(=O)NC(=O)C2(C)CCN2C(=O)C2CCCCC2)cc1OC (centres undefined) was read as CCHF vOTU inh 6, GDH-TPI counter -12, FadD28 FP inh -3.0, BoNT-F LC inh -8, Mtb FBA inh -2 and BioA inh -1.0.
Screening CCOC(=O)c1c(C)oc2cc(Br)c(OC(C)C(=O)OCC)cc12 (centres undefined) returned DUSP3 inh 10, CCHF vOTU inh 1, GDH-TPI counter -4, FadD28 FP inh -5.9, MazF activator -9, BoNT-F LC inh -14, Mtb UGM inh 0.7, Mtb FBA inh 3, Rv3671c inh -16 and BioA inh 0.0.
Cc1cc(OCc2nc(N)nc(N)c2-c2ccc(Cl)c(Cl)c2)ccc1[N+](=O)[O-] was read as CCHF vOTU inh 8, GDH-TPI counter 15, FadD28 FP inh -3.6, MazF activator -11, BoNT-F LC inh 0 and Mtb FBA inh 3.
Cn1c(SCC(=O)N2CCN(c3cccc(Cl)c3)CC2)nnc1-c1ccncc1 was read as DUSP3 inh -5, CCHF vOTU inh -2, GDH-TPI counter -1, FadD28 FP inh -2.8, MazF activator 4, BoNT-F LC inh -2, Mtb UGM inh 0.4, Mtb FBA inh 1, Rv3671c inh -6 and BioA inh -1.5.
`CC(Sc1nnnn1C)C(=O)NC1CCCc2ccccc21` (centres undefined) gave DUSP3 inh 9, CCHF vOTU inh -6, GDH-TPI counter -12, FadD28 FP inh -4.4, MazF activator 7, BoNT-F LC inh -2, Mtb UGM inh 4.9, Mtb FBA inh 2, Rv3671c inh 10 and BioA inh -0.7.

Gathered by group, those above with two or more sulfur atoms.
`O=C(CSc1nnnn1-c1ccccc1)Nc1nc(-c2ccccc2)ns1` gave DUSP3 inh 8, CCHF vOTU inh 7, GDH-TPI counter 1, FadD28 FP inh -1.1, MazF activator -1, BoNT-F LC inh -5, Mtb UGM inh -2.1, Mtb FBA inh 0 and Rv3671c inh -6.
For Cc1nc(CCNS(=O)(=O)c2cccs2)cs1 the results were DUSP3 inh -12, CCHF vOTU inh -7, GDH-TPI counter 4, FadD28 FP inh 0.9, MazF activator 9, BoNT-F LC inh 2, Mtb UGM inh -0.2, Mtb FBA inh 0, Rv3671c inh 2 and BioA inh -0.6.
Screening CCCCS(=O)(=O)Nc1ccc(N2CCOCC2)c(S(=O)(=O)N2CCOCC2)c1 returned DUSP3 inh 14, CCHF vOTU inh -15, GDH-TPI counter -2, FadD28 FP inh -0.3, MazF activator 2, BoNT-F LC inh 2, Mtb UGM inh -2.4, Mtb FBA inh 3, Rv3671c inh 2 and BioA inh -0.7.

Further records.
For COc1ccc(CC(=O)Nc2cc(C)ccc2O)cc1OC the results were DUSP3 inh 17, CCHF vOTU inh -9, GDH-TPI counter 3, FadD28 FP inh 1.6, MazF activator 3, Mtb UGM inh 1.3, Mtb FBA inh 1 and Rv3671c inh -5.
Screening O=C(COC(=O)c1ccc(Br)o1)Nc1cccc(S(=O)(=O)N2CCCCCC2)c1 returned DUSP3 inh 19, CCHF vOTU inh 19, GDH-TPI counter -6, FadD28 FP inh -1.3, MazF activator 12, Mtb UGM inh -1.4, Mtb FBA inh -2, Rv3671c inh -26 and BioA inh -0.9.
O=C(NC12CC3CC(CC(C3)C1)C2)c1ccc(COc2ccc(Cl)cc2[N+](=O)[O-])o1 was read as DUSP3 inh 35, GDH-TPI counter 6, FadD28 FP inh -0.8, MazF activator -8, BoNT-F LC inh -3, Mtb UGM inh 4.1, Mtb FBA inh 1, Rv3671c inh -4 and BioA inh 0.7.
O=C(NCCCN1CCCC1=O)C1CCN(S(=O)(=O)c2ccc(F)cc2)CC1 was read as CCHF vOTU inh 3, GDH-TPI counter -2, MazF activator 1, BoNT-F LC inh -4, Mtb UGM inh 1.7, Mtb FBA inh 0, Rv3671c inh 1 and BioA inh 0.0.
`NCCn1c(-c2ccccc2)cc(C(=O)O)c1-c1ccccc1F` gave DUSP3 inh 9, CCHF vOTU inh 4, GDH-TPI counter 10, FadD28 FP inh -2.8, MazF activator 1, BoNT-F LC inh -12, Mtb UGM inh 1.4, Mtb FBA inh 9, Rv3671c inh 3 and BioA inh -2.6.
Screening COC(=O)CSc1nc(-c2ccccc2)nc2ccccc12 returned DUSP3 inh 0, CCHF vOTU inh 20, GDH-TPI counter 18, FadD28 FP inh -4.4, MazF activator -4, BoNT-F LC inh -6, Mtb UGM inh 1.3, Mtb FBA inh -3 and Rv3671c inh -6.
Screening CCc1ccc(-c2cn3nc(C)c(C)nc3n2)cc1 returned DUSP3 inh 38, CCHF vOTU inh -185, GDH-TPI counter 18, FadD28 FP inh -2.0, MazF activator 2, BoNT-F LC inh 12, Mtb UGM inh -0.8, Mtb FBA inh 23, Rv3671c inh -2 and BioA inh -1.4.
`Cc1ccc2nc(N3CCN(c4ccccc4F)CC3)c(C=O)c(=O)n2c1` gave DUSP3 inh 8, CCHF vOTU inh -4, GDH-TPI counter 9, FadD28 FP inh -0.5, MazF activator 8, BoNT-F LC inh -2, Mtb UGM inh -2.1, Mtb FBA inh -1 and Rv3671c inh 13.
Screening COc1ccc(C(C)=O)c(Oc2nc(CN3CCOCC3)nc3scc(-c4cccs4)c23)c1 returned DUSP3 inh 4, CCHF vOTU inh 12, GDH-TPI counter 5, FadD28 FP inh -2.0, MazF activator -11, BoNT-F LC inh 4, Mtb UGM inh 2.8, Mtb FBA inh -1, Rv3671c inh 1 and BioA inh 0.4.
`COc1ccc(OC)c(CN2CCN(C(=O)c3ccc(C)c(S(=O)(=O)Nc4ccccc4OC)c3)CC2)c1` gave CCHF vOTU inh 7, GDH-TPI counter 3, FadD28 FP inh -1.1, MazF activator -6, BoNT-F LC inh -12, Mtb FBA inh 2 and BioA inh -6.2.

High-throughput results deposited in PubChem by several laboratories.
